TDP1 block = TDP1 (human) enzyme inhibition; AID 485290; Q9NUW8; actives 0.28% (n = 350,000); Potency, µM (doses to about 130 µM), for inactives: at the highest dose activity change, negative = inhibition, hits mostly inhibitors; recombinant TDP1, AlphaScreen DNA substrate cleavage; also: nearly all actives have a fitted effect of over 40% in size
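E. coli-derived human Tdp1, 1 nM final. Cpd preinc 15 min RT; substrate 15 nM final, 5 min RT; AS bead mix 10 ug/ml final, 10 min RT. Signal loss = tyrosine-FITC cleavage. No-enzyme wells = max signal.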
DT40 TDP1 no CPT = qHTS for Inhibitors of human tyrosyl-DNA phosphodiesterase 1 (TDP1): qHTS in cells in absence of CPT. AID 686978, 2013. DT40 Tdp1-/- hTDP1 cells, no CPT, ATP luminescence, 48 h. Potency, µM (highest dose often 46.2 µM), without a hit: at the highest dose activity change, negative = growth inhibition, actives largely listed as inhibitors. actives 15% (n = 420,000); also: nearly all actives have a fitted effect of over 55% in size
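Growth kinetics read by CellTiter-Glo luminescence after ≥48 hr at 37 °C. Cells: DT40 Tdp1-/- stably carrying human TDP1, 400 per well, compound exposure in the absence of CPT (DMSO vehicle).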
GCN5L2 inh = blocks human GCN5L2 histone acetyltransferase; GCN5L2 HAT assay, ThioGlo1 CoA-SH fluorescence; Q92830; actives 0.21% (n = 390,000); Potency, µM (titrated, usually from 58.9 µM), without a hit: at the top dose activity change, negative = inhibition, most hits filed as inhibitors
Target sequence (Q92830 whole entry, looked up): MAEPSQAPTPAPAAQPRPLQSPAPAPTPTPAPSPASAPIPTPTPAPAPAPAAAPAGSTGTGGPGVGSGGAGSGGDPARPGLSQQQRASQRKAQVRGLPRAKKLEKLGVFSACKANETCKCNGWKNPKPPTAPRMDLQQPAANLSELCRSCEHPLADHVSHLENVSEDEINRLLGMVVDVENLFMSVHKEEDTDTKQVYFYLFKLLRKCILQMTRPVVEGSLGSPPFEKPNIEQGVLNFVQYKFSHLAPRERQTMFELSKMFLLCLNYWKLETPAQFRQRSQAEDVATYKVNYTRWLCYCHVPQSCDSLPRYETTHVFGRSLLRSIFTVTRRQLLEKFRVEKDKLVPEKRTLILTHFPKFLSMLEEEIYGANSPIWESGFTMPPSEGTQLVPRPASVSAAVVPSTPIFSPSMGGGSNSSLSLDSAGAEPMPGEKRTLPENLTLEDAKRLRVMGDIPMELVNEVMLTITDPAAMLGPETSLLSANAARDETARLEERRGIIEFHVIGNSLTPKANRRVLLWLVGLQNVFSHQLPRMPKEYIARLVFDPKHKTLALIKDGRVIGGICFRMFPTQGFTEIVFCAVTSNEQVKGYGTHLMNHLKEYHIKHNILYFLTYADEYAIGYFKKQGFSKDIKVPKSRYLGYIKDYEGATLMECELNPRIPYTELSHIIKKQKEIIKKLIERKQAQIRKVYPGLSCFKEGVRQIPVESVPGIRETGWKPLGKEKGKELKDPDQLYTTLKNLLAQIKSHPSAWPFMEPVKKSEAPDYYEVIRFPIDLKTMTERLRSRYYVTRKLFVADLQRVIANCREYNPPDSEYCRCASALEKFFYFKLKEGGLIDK
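Preincubate 20nM GCN5L2 with compound 15 min, RT → add 50uM ThioGlo1 + 75uM H3(1-25) + 70uM acetyl-CoA → read fluorescence 0 and 20 min. Primary qHTS; fluorescent artifacts likely.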
Numbers without * were called inactive; ? = inconclusive; . = no result given; & = joins results of further samples; [ ] = dose if it differs, or a comment. Calls follow the shape of the dose curve; as a rule, active = well fitted curve in the direction sought with a large enough effect; inconclusive = small, poorly fitted or top-dose-only effect, or another doubt; inactive = no such curve, though single readings can be large; an effect the other way counts as inactive or inconclusive. % is scaled to controls: 0 for no effect and ±100 for the full control effect; potency is read from the fitted curve at half-maximal effect. Some of the compounds tested (hit frequency here may not be typical).

SMILES	TDP1 block	DT40 TDP1 no CPT	GCN5L2 inh
CCN1CCCC1CNC(=O)CSCc1nc(-c2ccccc2C)oc1C (stereo unspecified)	3%	-5%	-10%
CC(C)CC(=O)Nc1nnc(SCC(=O)NCc2ccco2)s1	1%	4%	-6%
O=C(CSc1nnc(Nc2ccccc2F)s1)NCC1CCCO1 (stereo unspecified)	0%	-11%	0%
CC(C)n1ncc2c(C(=O)N3CCN(c4ccc(F)cc4)CC3)cc(-c3ccccc3)nc21	3%	?	-10%
O=C(Nc1ccc2c(c1)CCCN2C(=O)c1cccs1)c1ccccc1	1%&4%	13µM*	-5%&-1%
Cc1cc2c(=O)c(C(=O)c3ccncc3)cn(CC(=O)Nc3cccc(C)c3C)c2cc1C	-14%	-16%	-4%
CCOc1ccc(S(=O)(=O)N2CCc3cc(OC)c(OC)cc3C2)cc1	4%	?	-8%
O=C(NC(Cc1ccccc1)C(=O)O)/C(=C/c1ccccc1)NC(=O)c1ccccc1 (stereo unspecified)	1%	-11%	39%[activator]
COc1ccc(C)cc1NC(=S)NN1CCN(C)CC1	3%	13%	27%
COC(=O)CC1(C(=O)OC)Oc2ccc(Br)cc2C(=O)N1c1cc(Cl)cc(Cl)c1 (stereo unspecified)	-4%	?	-7%
O=C(N/N=C/c1ccccc1Cl)C1CC1	3%[56.1 µM]	1%	-32%
CCOC(=O)c1c(C)[nH]c(CCC(=O)Nc2ccc(Cl)cc2C)c1C	3%	?	-8%
COC(=O)c1ccc(NC(=O)CCc2c(C)nn(-c3ccc(N4CCOCC4)nn3)c2C)cc1	7%	-28%	-1%
CCOC(=O)Cc1csc(NC(=O)c2cc(C)cc(C)c2)n1	0%	-5%	-8%
COc1ccc(CCNC(=O)CCc2cn(Cc3ccc(F)cc3)c3ccccc23)cc1OC	8%	16µM*	-16%
O=C(COC(=O)c1cnc(Cl)c(Cl)c1)Nc1cccc(S(=O)(=O)N2CCOCC2)c1	-2%	-17%	-9%
OCCC1CN(Cc2ccccc2-c2ccco2)CCN1Cc1ccsc1 (stereo unspecified)	.	-34%	-1%
COc1ccc(/C=C/C(=O)c2cc(F)ccc2OC(=O)c2ccccc2OC)cc1OC	4%	4.6µM*	-12%
CC(=O)Nc1ccc(C(=O)OCC(=O)N(c2ccccc2)C2CCS(=O)(=O)C2)cc1 (stereo unspecified)	1%	-13%	4%
CCOC(=O)N1CCN(Cc2ccc(O)c3ncccc23)CC1	5%	0.65µM*	?
COCCn1c(SCC(=O)NC2CCCCC2)nnc1-c1ccncc1	0%	1%	-1%
Cc1nc2nc(NC(=O)c3ccc(C(C)(C)C)cc3)[nH]n2c(=O)c1Cl	5%	6%	-1%
CC(=O)N1CCCc2cc(S(=O)(=O)N3CCN(C4CCCCC4)CC3)ccc21	2%	-14%	-2%
COc1ccccc1Nc1cc(C)nc2c(C)ccc([N+](=O)[O-])c12	14%	-22%	-6%
CCOc1cc(OCC)cc(C(=O)Nc2cccc(C(C)=O)c2)c1	4%	?	-4%
CCCn1c(-c2cccs2)nc2ccccc21	-1%	-30%	-2%
CN(C)CCCN1C(=O)C(O)=C(C(=O)c2cccs2)C1c1cccc([N+](=O)[O-])c1 (stereo unspecified)	3%	.	-12%
CCc1ccc2nc(N(CCCN(C)C)C(=O)c3ccc4c(c3)OCCO4)sc2c1	6%	?	0%
Cn1nc(NC(=O)C(C)(C)C)c2c(F)cccc21	4%	-6%	-9%
O=[N+]([O-])c1cccc(/C=N/n2cnnc2)c1	0%	11%	0%
CC(C(=O)NCCN1CCOCC1)(c1ccccc1)c1ccccc1	-1%	9%	-4%
CCCC(C(=O)NC1CCCC1)N(Cc1ccccc1Cl)C(=O)c1snc(C(N)=O)c1N (stereo unspecified)	7%	-19%	-13%
Cc1ccc(S(=O)(=O)N(C)C)cc1NC(=O)COc1cccc(-n2cnnn2)c1	1%	3%	-12%
O=C(c1ccccn1)c1cc2ccccc2n1S(=O)(=O)c1ccccc1	3%	?	-2%
O=C(c1ccco1)N1CCN(Cc2cc(=O)c(OCc3ccccc3)co2)CC1	-2%	-10%	-5%
O=C(COC(=O)C1CCCCC1)Nc1cc([N+](=O)[O-])ccc1F	3%	17%	-6%
O=C1C2C3c4ccccc4C(c4ccccc43)C2C(=O)N1CN1CCOCC1 (stereo unspecified)	0%	?	1%
Cc1nc2nc(C)c(NS(=O)(=O)c3ccc(Cl)s3)c(=O)n2[nH]1	5%	0%	-3%
CCCCN(C)C(=O)CCC(=O)NNc1nc2ccccc2c2nc(C)nn12	3%&6%	-20%&-1%	-12%&-2%
CCCN1CCN(CCCNC(=O)c2cnn(-c3ccc(C)cc3)c2-n2cccc2)CC1	6%	-27%	2%
CC(c1nnc(SCC(=O)Nc2ccc3[nH]c(=O)[nH]c3c2)n1Cc1ccccc1)N(C)C (stereo unspecified)	5%	0%	-2%
CC1CN(C(=O)c2ccccc2Sc2ccccc2C#N)CC(C)O1 (stereo unspecified)	5%	-29%	-5%
O=c1[nH]c(/C=C\c2cccs2)nc(O)c1[N+](=O)[O-]	-8%	-17%	-5%
CCc1ccc(C(=O)/C=C/Nc2ccc(S(=O)(=O)Nc3cnc4ccccc4n3)cc2)cc1	0%	-14%&-32%	-2%
Cc1cc(Cl)c(S(=O)(=O)Nc2ccc(Cl)cn2)cc1OCC(N)=O	2%	5%	0%
CCCS(=O)(=O)Nc1ccc(-c2ccc3nnc(C)n3n2)cc1	5%	.	-13%
CC1CC(C)(C)N(C(=O)CN2C(=O)CCC2=O)c2ccccc21 (stereo unspecified)	11%	-28%	-10%
Cc1ccc2c(c1)/C(=N/N1C(=O)c3ccccc3C1=O)C(=O)N2	5%	-1%	-1%
CCN(CC)CCNC(=O)c1ccc(NC(=O)c2ccc(F)cc2)cc1	-2%	0%	-5%
COc1ccc(CCn2c(=O)[nH]c3cc(C(=O)N4CCN(c5ccccn5)CC4)ccc3c2=O)cc1OC	1%	-1%	-6%
COCCCNC(=O)c1sc2nc(C)c(C(=O)Nc3ccc(C)cc3C)c(-c3ccc(Cl)cc3)c2c1N	6%	?	-21%
COc1ccc(-c2cc(C(=O)OC(C)C(=O)Nc3c(C)n(C)n(-c4ccccc4)c3=O)c3ccccc3n2)cc1 (stereo unspecified)	3%	?	1%
COc1ccc(-c2cc(C(F)(F)F)nc(S(C)(=O)=O)n2)cc1OC	0%	5.2µM*	?
COc1cc2ccccc2cc1C(=O)N1CCN(c2ccccn2)CC1	0%	-23%	-1%
O=C(CN1CCN(c2cccc(Cl)c2)CC1)Nc1nccs1	2%	22%	-5%
COc1cc(CN2CCNC(=O)C2CC(=O)N(C)Cc2ncc[nH]2)cc(OC)c1 (stereo unspecified)	3%	-4%	-1%
Cc1cc(NC(=O)C2CCCCC2C(=O)O)no1 (stereo unspecified)	2%	-8%	-19%
CC(=O)N1c2ccc(S(=O)(=O)N3CCC(C(=O)Nc4cccc(Cl)c4)CC3)cc2CC1C (stereo unspecified)	0%	2.1µM*	-4%
Cc1ccc(C(=O)N/N=C\c2cccc(OC(=O)c3cccc(F)c3)c2)cn1	-10%	?	-1%
Cc1cccc(NC(=O)CCc2c(C)nn(-c3ccc(N4CCOCC4)nn3)c2C)c1	7%	-27%	-4%
Further results.
SMILES	TDP1 block	DT40 TDP1 no CPT	GCN5L2 inh
COc1ccc(-n2c(N)cc(=O)nc2SCC(=O)N2CCN(c3ccccc3)CC2)cc1	6%[56.1 µM]	3%	-2%
O=C(COC(=O)/C(=C/c1cccs1)c1cccs1)NCc1ccccc1Cl	-3%	?	-14%
Cc1ccc(-n2nc3c(SCCN4CCOCC4)nnc(C)c3c2C)cc1	5%	?	3%
COc1ccc(C(C(=O)NC2CCCCC2)N(C(=O)c2csnn2)C2CC2)cc1 (stereo unspecified)	4%[0.0935 µM]	-10%	0%
COc1cc(/C=C2\SC(N)=NC2=O)cc(OC)c1	-17%	?	-12%
C/C=C/C(=O)OCC(=O)Nc1c(Cl)cccc1Cl	0%	2%	-5%
COCc1ccc(O)c2ncccc12	8%	4.6µM*	-6%[0.501 µM]
COc1ccc(Br)cc1/C=C/C(=O)NC(=S)Nc1ccc(CN2CCOCC2)cc1	8%	16µM*	-2%
CN(C)c1ccc(C2(O)C(=O)c3ccccc3C2=O)cc1	5%	-5%	-3%
Cc1cc2ncc(C(=O)Nc3ccccc3)c(C)n2n1	6%	-9%	0%
COCCCNC(=O)c1c(N)n(/N=C/c2cccs2)c2nc3ccccc3nc12	0%	?	-8%
CC(C)(C)N(Cc1ccccc1)C(=O)COC(=O)C1CCN(c2ccc(C(F)(F)F)cn2)CC1	-6%	15µM*	-14%
COc1ccc(CN2CCN(C(=O)c3ccc4nc(N5CCOCC5)sc4c3)CC2)c(OC)c1OC	0%	?	0%
Cc1cc(C)c(C#N)c(SCC(=O)N2CCN(Cc3ccccc3)CC2)n1	3%	?	-1%
COc1ccc(N2CCN(c3ccc(C(N)=O)cc3[N+](=O)[O-])CC2)cc1	9%	?	-2%
COc1ccc(CN(C)Cc2nc(Cc3ccccc3Cl)no2)cc1OC	0%	?	-5%
O=C(CSc1nnc(-c2ccc(O)cc2)o1)NNC(=O)c1ccncc1	.	4%	-3%
COc1ccc(CN(C)C(=O)COC(=O)c2ccc(-c3ccccc3)cc2)c(OC)c1OC	-5%	-8%	-6%
CCOc1ccc(NC(=O)[C@H](Cc2ccccc2)NC(=O)C2CCNCC2)cc1	0%	-4%	-17%
O=C(CCCSc1nc2ccccc2[nH]1)NCc1ccc(Cl)cc1	4%	?	1%
CCOc1ccc(CCNC(=O)Cn2c(-c3cccs3)cc3ccccc32)cc1OCC	7%	?	-2%
CCOC(=O)C1CCN(c2c(Nc3cc(C)cc(C)c3)c(=O)c2=O)CC1	-4%	16µM*	5%
COc1cc(O)c(C(CCN2CCOCC2)c2ccc(N(C)C)cc2)c(OC)c1 (stereo unspecified)	21%	?	1%
CCOc1ccccc1NS(=O)(=O)c1ccc2oc(=O)c3ncn(C)c3c2c1	0%	-6%	0%
COc1ccc2[nH]c(=O)c(CN(Cc3ccco3)Cc3nnnn3Cc3ccccc3)cc2c1	7%	16µM*	-25%
CC(/C=N/NC(=O)c1cc(-c2ccc3ccccc3c2)n[nH]1)=C\c1ccco1	-4%	23µM*	-17%
CCOC(=O)C(=O)c1csc(NC(=O)COc2ccc(N(C)S(=O)(=O)c3ccc(F)cc3)cc2)n1	4%	-3%	0%
C/C(Cc1ccccc1)=N\NC(=O)CNC(=O)c1ccc2c(c1)OCCO2	.	-18%	0%
Cc1ccc(S(=O)(=O)N2CCN(S(=O)(=O)N(C)C)CC2)cc1	1%	-17%	-4%
Cn1nc(-c2ccccc2)nc1-c1ccccc1	0%	-27%	-5%
CN(CCCNC(=O)c1cc2c(Cl)nc3ccccc3c2s1)Cc1ccccc1	8%&1%	21µM*	-3%&-1%
O=C(c1cc(COc2cccc(C(F)(F)F)c2)on1)N1C[C@H]2CC[C@H]1C2	0%	?	-4%
COC(=O)c1ccc(CNC(=O)CSc2nc3ccccc3[nH]2)cc1	.	-24%	0%
COc1cccc(OC)c1-c1nnc(-c2cn(C)c3ccccc23)o1	6%	?	-5%
O=C(CCn1c(=O)oc2ccccc21)NCc1ccc2c(c1)OCO2	-4%	?	0%
COc1ccc(C(=O)NC(C)c2ccc(-n3ccnc3)cc2)c(OC)c1OC (stereo unspecified)	2%	-23%	-5%

Compound activity: PubChem, National Center for Advancing Translational Sciences (NCATS)
